DAT uptake mod: human DAT dopamine uptake with cocaine, either direction | B-score at 10 µM | actives 1.3% (n = 110,000) | AID 449768 | LLC-PK1 hDAT cells, [14C]-dopamine uptake with cocaine IC80; actives deviate in either direction | Q01959;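 active = Z score or B-score, a plate-position-corrected score, falls beyond the plate's 99.7% confidence bounds, in either direction; inactive = both scores lie inside the 99.7% bounds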;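 note: scored against the spread of the other compound wells on the same plate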
Smad3 FoxH1 inh: inhibitors of human Smad3 transcription factor binding; P84022; inhibition, % at 25 µM; AID 630; TR-FRET Smad3/Dy647-FoxH1 peptide binding, europium anti-His; actives 0.29% (n = 88,000);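 active = compounds that reduce the energy-transfer binding signal between the protein and its labelled peptide by more than half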;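 note: 0% = Smad3 plus labelled peptide maximal FRET and 100% = peptide-only background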
cytoskel mod: alters cytoskeleton assembly in HUVEC cells; HUVEC TNFa F-actin phalloidin imaging, high content; inhibition, % at 2 µM; actives 0.18% (n = 91,000); AID 836;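 active = inhibition above the batch mean plus 3 SD and confirmed as a hit by visual image inspection, cut at about 30% in these data, passing the limit was not always enough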; note: strong numbers were not always called active
TNFa cytotox: HUVEC cytotoxicity counter-screen, TNF alpha stimulated; HUVEC TNFalpha-stimulated, Hoechst cell count, imaging; cell count reduction, % at 2 µM; actives 0.17% (n = 93,000);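 active = cell count reduction exceeding the screen mean by over 5 SD, scaled to untreated wells per plate, cut at about 78% in these data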;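 note: cells counted after 24 h of TNF alpha exposure following the 1 h pretreatment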
VCAM1 TNFa inh: reduces TNF alpha induced VCAM1 expression in HUVEC; actives 0.48% (n = 95,000); AID 802; inhibition, % at 2 µM; HUVEC TNFa-induced VCAM-1 immunofluorescence, high-content imaging;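 active = inhibition above the batch mean plus 3 SD, with images confirmed as a hit by eye, cut at about 37% in these data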;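 note: 0% = TNF-stimulated DMSO wells and 100% = unstimulated control wells; not every result past the cut was called active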
MT1-MMP txn act: MT1-MMP promoter transcription activation | HT1080 MT1-MMP promoter luciferase reporter, luminescence, overnight; active compounds read high | activation factor at 10 µM | actives 0.16% (n = 86,000) | AID 750;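 active = activation factor of at least 2 for MT1-MMP transcription at 10 µM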
LYP inh 2: LYP (human) phosphatase inhibition; Q9Y2R2; recombinant LYP catalytic domain, DiFMUP fluorescence; inhibition, % at 2 µM; actives 0.21% (n = 96,000);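 active = inhibition at 2 µM at or above a set limit, the screen mean plus 3 SD, cut at about 24% in these data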;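 note: 0% = DMSO with enzyme and 100% = enzyme fully blocked by orthovanadate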
Target sequence (Q9Y2R2 whole entry, looked up, the tested form may be a part): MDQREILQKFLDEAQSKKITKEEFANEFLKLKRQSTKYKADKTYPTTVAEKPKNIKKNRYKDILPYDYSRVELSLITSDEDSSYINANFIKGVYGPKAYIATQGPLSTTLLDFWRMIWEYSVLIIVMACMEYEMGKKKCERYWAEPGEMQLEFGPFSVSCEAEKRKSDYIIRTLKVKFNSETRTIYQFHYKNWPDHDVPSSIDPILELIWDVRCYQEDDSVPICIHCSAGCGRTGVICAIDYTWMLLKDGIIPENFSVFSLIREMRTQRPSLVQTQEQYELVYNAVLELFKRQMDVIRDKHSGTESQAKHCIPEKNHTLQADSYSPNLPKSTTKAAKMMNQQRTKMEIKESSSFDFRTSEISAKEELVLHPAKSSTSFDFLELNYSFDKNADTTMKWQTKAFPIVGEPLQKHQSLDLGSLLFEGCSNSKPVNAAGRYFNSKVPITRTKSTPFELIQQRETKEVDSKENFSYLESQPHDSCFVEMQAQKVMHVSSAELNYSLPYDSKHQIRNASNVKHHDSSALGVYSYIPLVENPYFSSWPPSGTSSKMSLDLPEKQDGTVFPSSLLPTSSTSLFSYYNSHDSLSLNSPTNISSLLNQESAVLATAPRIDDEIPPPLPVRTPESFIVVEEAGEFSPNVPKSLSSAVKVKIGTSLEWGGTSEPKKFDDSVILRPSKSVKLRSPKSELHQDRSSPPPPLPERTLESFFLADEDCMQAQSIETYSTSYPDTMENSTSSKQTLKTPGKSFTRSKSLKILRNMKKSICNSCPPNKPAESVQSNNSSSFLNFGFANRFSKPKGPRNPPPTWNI
Candida biofilm: kills Candida albicans biofilms | C. albicans biofilm + clotrimazole, Alamar Blue | inhibition, % at 6 µM | AID 834 | actives 0.14% (n = 85,000);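 active = inhibition above 20%; inactive = inhibition below 20%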;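 note: preformed 24 hr biofilms exposed to compound for 48 hr; 0% = biofilm without compound and 100% = blank killed by clotrimazole plus chlorhexidine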
IL1B cytotox: toxic to HUVEC cells under IL-1B stimulation | HUVEC cell count loss, Hoechst imaging, IL-1B stimulated | AID 845 | cell count reduction, % at 2 µM | actives 0.41% (n = 94,000);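 active = cell count reduction more than 3 SD above the screen-wide mean, cut at about 70% in these data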;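 note: normalized per plate to untreated control cells as the no-loss baseline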
Active calls of the source: *; / = not tested or not shown; [ ] = another dose, or the depositor's remark. An excerpt (hit frequency here may not be typical).

Sequence of screens: DAT uptake mod	Smad3 FoxH1 inh	cytoskel mod	TNFa cytotox	VCAM1 TNFa inh	MT1-MMP txn act	LYP inh 2	Candida biofilm	IL1B cytotox
#1 O=C(O)c1ccc(C2CCCCC2)cn1
  0.418	/	7.9	-10.2	-0.5	1.2	-3.6	/	-16.6
#2 CCC(C)OC(=O)c1cc(C)nc2c(Br)cc(Br)cc12 (stereo unspecified)
  -0.17	11.5[fluorescence artefact?]	11.4	-9.9	4.2	1.2	-0.8	5.9	-20.0
#3 Cc1ccccc1-n1c(Cn2c(=O)sc3ccccc32)nnc1SCC(=O)Nc1nccs1
  -0.255	-9.8	/	/	/	1.1	/	8.5	/
#4 CCCCCCC(=O)Nc1nc(C)c(-c2csc(Nc3cc(Cl)ccc3OC)n2)s1
  -0.00819	/	12.0	-3.0	6.8	/	9.2	/	-10.9
#5 O=C1CC(N2CCC(O)(c3ccc(Cl)cc3)CC2)C(=O)N1 (stereo unspecified)
  0.71	10.8	3.1	4.8	-15.3	1.1	12.9	6.3	13.9
#6 O=C(COC(=O)CSCC(=O)N1CCCCC1)Nc1ccc(Cl)cc1
  -1.51	8.7	14.6	-27.1	7.1	1	-23.1	1.6	-22.5
#7 O=c1c2c(nc(NCCO)n1CC1CCCCC1)-c1ccccc1CC21CCCC1
  -0.306	5.0	-22.3	-14.3	-7.6	1.1	-1.1	1.1	-42.4
#8 Cc1ccc(S(=O)(=O)NC(=NCC(=O)O)c2ccc(F)cc2)cc1
  -0.672	-16.3	/	-30.1	16.2	1.1	3.2	5.4	-17.3
#9 COc1ccc(Cl)cc1-n1c(C)cc(C(=O)O)c1C
  0.186	11.8	/	/	/	1.2	/	-2.0	/
#10 CCOC(=O)c1cn(CC(=O)Nc2cccc(Cl)c2C)nn1
  -0.444	/	28.3	-8.0	12.5	/	10.0	/	-5.1
#11 O=C(/C=C/c1ccc(OCCCF)cc1)NCc1cccc(Cl)c1
  -0.678	/	-11.6	-41.3	-21.9	/	-19.0	/	-36.0
#12 CNC(=O)/C(C#N)=c1\s/c(=C/C(=O)OC)c(=O)n1-c1ccccc1
  0.177	-7.8	18.8	-2.2	-1.9	1.2	-6.4	6.7	-5.3
#13 CCc1c(C(=O)NCc2ccc3c(c2)OCO3)[nH]c(C)c1C(C)=O
  -0.808	-8.2	-0.9	-8.0	-15.5	1.2	-9.6	2.6	-11.8
#14 O=S1(=O)CCC(NS(=O)(=O)/C=C/c2ccccc2)C1 (stereo unspecified)
  -0.957	-9.6	-1.5	-4.1	13.2	0.9	-5.1	10.5	-33.1
#15 CCc1nnc2c3cnn(-c4ccccc4)c3ncn12
  -0.264	7.0	8.5	-6.2	12.3	1.6	-2.8	6.4	23.0
#16 C=CCn1c(COc2ccc(CC)cc2)nnc1SCC(=O)N(C)C1CCS(=O)(=O)C1 (stereo unspecified)
  -0.00117	2.8	8.6	-35.9	9.7	1.2	3.3	-2.5	-23.9
#17 O=c1c2c3n(c(=S)nc2[nH]n1-c1ccccc1)CCCCC3
  -0.915	-1.3	-6.2	61.4	-13.4	0.9	1.0	-3.1	43.9
#18 S=C(NCc1ccco1)Nc1ccc(Cl)c(Cl)c1
  -1.94	/	-18.9	-29.3	-10.2	/	7.9	/	-21.1
#19 N#CCCN1CCN(S(=O)(=O)c2ccc(C#N)cc2)CC1
  -0.987	10.2	-53.4	-19.3	-1.9	1.2	-2.5	4.3	-24.9
#20 O=C(NCc1ccco1)/C(=C/c1cccnc1)NC(=O)c1ccco1
  0.348	/	33.8	-17.5	11.4	/	15.3	/	-5.3

More records.
Sequence of screens: DAT uptake mod	Smad3 FoxH1 inh	cytoskel mod	TNFa cytotox	VCAM1 TNFa inh	MT1-MMP txn act	LYP inh 2	Candida biofilm	IL1B cytotox
#21 Nc1nncn1C(=O)CCc1ccccc1
  -0.00899	-14.8	1.3	-3.9	-3.8	1.1	-0.1	1.6	-11.4
#22 O=C(CSc1nc2ccccc2o1)Nc1ccccc1N1CCCCCC1
  0.0518	3.7	2.8	12.1	9.8	1.2	-0.4	5.5	-6.0
#23 COc1ccc(CCN(Cc2cc3cc(C)cc(C)c3nc2Cl)C(=O)C2CC2)cc1
  /	/	2.6	-0.6	-4.3	/	9.3	/	-51.0
#24 O=C(c1cccn(Cc2cccc(Cl)c2)c1=O)N1CCOCC1
  -0.894	/	14.8	-4.3	19.6	/	-2.5	/	-15.0
#25 Cc1cc(CN2CCOCC2)c(O)c(C2(C)CCCCC2)c1
  0.289	-1.2	-1.4	4.9	9.5	1	-0.8	6.5	-2.2
#26 CSCCC(C(=O)OCC(=O)c1ccc(C)c(C)c1)N1C(=O)c2cc(Cl)c(Cl)cc2C1=O (stereo unspecified)
  1.02	/	-2.3	-6.9	7.0	/	6.6	/	-14.2
#27 CCOC(=O)c1cnn2c(C)cc(-c3ccc(F)cc3)nc12
  1.45	10.7	-4.2	-15.1	8.4	1.5	6.5	5.2	7.9
#28 CCCCOCCCNC(=O)N[C@@H](CC(C)C)C(=O)O
  -0.154	-4.8	-9.2	-26.5	7.1	1	8.8	5.1	-19.6
#29 C=CCNC(=O)CSc1nc2cc(C(=O)OCC)ccc2n1CC
  2.12	1.7	10.0	-12.3	-11.7	1	9.6	5.3	-11.9
#30 O=C(COc1ccc(Cl)cc1Cl)Nc1ccccn1
  0.00318	6.9	3.5	-15.4	-22.7	0	3.3	4.5	-35.5
#31 O=C(O)CCCC(=O)NCCCCc1ccccc1
  -2.13	-3.4	/	-26.8	17.3	1.2	-4.0	7.9	-61.6
#32 CCOC(=O)N1CCN(C(c2ccc(F)cc2)c2sc3nc(C)nn3c2O)CC1 (stereo unspecified)
  0.411	-1.4	/	/	/	1.1	/	13.9	/
#33 O=S(=O)(NCc1ccco1)c1ccc(S(=O)(=O)N2CCCCC2)cc1
  -0.901	2.8	-5.5	-19.4	4.2	1	2.0	5.3	8.6
#34 CC1(C)CC2CC(C)(CN2S(=O)(=O)c2cccc(N)c2)C1 (stereo unspecified)
  0.207	3.1	-13.1	-10.2	-9.2	1.3	6.7	4.2	-23.0
#35 CC(/C=C(\NC(=O)c1ccccc1)C(=O)N=Nc1c(O)[nH]c2ccc(C)cc12)=C\c1ccccc1
  1.07	/	-24.2	0.8	22.5	/	-1.8	/	9.2
#36 O=C(Nc1cccc(C(=O)N2CCN(Cc3ccccc3)CC2)c1)c1ccccc1
  -0.0722	-2.7	-7.0	-12.7	-6.0	0.9	6.2	0.2	30.6
#37 Cc1cc(C(=O)CSc2nc(N)cc(N)n2)c(C)n1CCc1ccc(F)cc1
  0.455	-2.3	9.1	-18.1	7.1	0.9	-4.7	4.1	-4.7
#38 COc1ccc(CC(=O)O/N=C(\N)Cc2ccc(OC)c(OC)c2)cc1
  0.786	/	-3.7	2.3	3.2	/	-6.6	/	15.4
#39 CCN(CC)CCCNc1nnc(C)c(=O)[nH]1
  0.242	1.3	/	/	/	1.2	/	2.5	/
#40 Cc1ccc(S(=O)(=O)NCCN=C(CN2CCOCC2)NS(=O)(=O)c2ccc(C)cc2)cc1
  0.567	7.2	31.2	-22.8	2.4	1	-9.2	-0.2	4.0

(listing goes on)
Sequence of screens: DAT uptake mod	Smad3 FoxH1 inh	cytoskel mod	TNFa cytotox	VCAM1 TNFa inh	MT1-MMP txn act	LYP inh 2	Candida biofilm	IL1B cytotox
#41 COC(=O)C1=C(C)N(c2cccc(C)c2)C(=O)/C1=C\c1cccs1
  0.96	/	7.1	-13.6	8.1	/	0.9	/	8.6
#42 Cc1[nH]c2ccccc2c1CCNC(=O)c1ccc2c(c1[N+](=O)[O-])C(=O)c1ccccc1C2=O
  /	/	-3.1	1.0	19.9	/	2.2	/	-3.9
#43 c1cc(CNc2ccc3c(c2)OCO3)ccn1
  0.21	/	14.0	53.7	7.8	1.1	14.0	/	3.3
#44 CC(=O)Nc1nc(SCc2ccc(Cl)cc2Cl)n[nH]1
  -0.596	/	-13.3	-5.8	14.1	/	-1.7	/	11.9
#45 O=C(N1CCCC1)C12CCC3CC(CC(C3)C1)C2
  -0.145	-5.0	0.7	-7.8	13.6	1.1	12.5	8.5	11.0
#46 O=C(O)CCSCC(=O)Nc1c(C(=O)C2CC2)oc2ccccc12
  0.0942	-2.3	-12.5	12.3	2.9	1	3.3	7.1	1.5
#47 Cc1nnc(NC2(C(F)(F)F)C(=O)Nc3c2c(=O)n(C)c(=O)n3C)s1 (stereo unspecified)
  -0.139	-30.7	-4.8	11.7	-4.5	1	-9.2	-0.8	-55.1
#48 COc1cccc(Oc2ccc(N)cn2)c1
  -0.736	6.6	-1.7	-7.8	1.0	1.3	2.4	11.3	-16.3
#49 COc1ccc(C(=O)CCC(=O)N2CCN(c3ccc(N4CCOCC4)nn3)CC2)cc1
  -0.0327	-9.5	-6.9	-9.7	10.8	1.1	-4.4	4.4	7.6
#50 CCOC(=O)C(=O)Nc1ccc(F)cc1
  -1.31	-9.7	/	-24.8	15.2	1.1	3.1	1.2	1.6
#51 CC(=O)C1=C(O)C(=O)N(CCCn2ccnc2)C1c1ccc(C)cc1 (stereo unspecified)
  -0.757	/	15.8	-30.2	-43.0	/	-0.2	/	-3.9
#52 CCc1ccc2[nH]c(=O)c(CN(CCCN3CCOCC3)C(=O)Nc3ccccc3)cc2c1
  1.94	4.0	25.0	-28.8	5.8	1.1	-10.8	4.1	9.7
#53 COc1cc(/C=C/C(=O)NCc2cccnc2)cc(OC)c1OC
  1.38	/	-17.2	-10.7	12.9	/	4.9	/	-1.6
#54 CCOC(=O)c1c(C)[nH]c(/C(C)=N/O)c1C
  -1.1	-2.9	12.7	-20.2	-7.3	1.2	4.0	6.4	-52.0
#55 CCCCn1c(SCC2CCCO2)nc2cc(S(N)(=O)=O)ccc21 (stereo unspecified)
  0.0773	26.1	-13.3	-0.4	-9.5	1.1	-2.9	1.6	1.9
#56 Nc1ccccc1-c1nnc(-c2ccc(-c3ccccc3)cc2)o1
  /	/	-5.2	-12.8	29.5	/	2.5	/	-0.6
#57 CCn1c(=N)n(CC(O)c2ccccc2)c2ccccc21 (stereo unspecified)
  -0.628	5.1	8.7	-9.6	10.6	/	-15.5	5.1	-20.0
#58 Cc1cc(C(=O)N/N=C/C=C/c2ccc3c(c2)OCO3)n[nH]1
  0.494	/	-2.2	-26.5	-32.8	/	2.5	/	-26.6

Profiles, quoted from the list. Screens in order: DAT uptake mod | Smad3 FoxH1 inh | cytoskel mod | TNFa cytotox | VCAM1 TNFa inh | MT1-MMP txn act | LYP inh 2 | Candida biofilm | IL1B cytotox
`COC(=O)C1=C(C)N(c2cccc(C)c2)C(=O)/C1=C\c1cccs1` is listed with 0.96 | / | 7.1 | -13.6 | 8.1 | / | 0.9 | / | 8.6
`Cc1cc(C(=O)N/N=C/C=C/c2ccc3c(c2)OCO3)n[nH]1` is listed with 0.494 | / | -2.2 | -26.5 | -32.8 | / | 2.5 | / | -26.6
